Compound activity: PubChem BioAssay, several laboratories
proCasp7 act: procaspase-7 activators, primary screen, counter-screen for procaspase-3 activator project, biochemical, absorbance, HTS, human | Caspase-7 (Homo sapiens), P55210 | recombinant procaspase-7, Ac-DEVD-pNA absorbance 405 nm; D23A/D198A/D206A triple mutant, cannot self-cleave; scale: DMSO 0, 5 µM enzyme 100 | activation, % at 8.5 µM | 330,000 compounds, 0.093% hits | AID 463210, 2010;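 active = percent activation above the screen-wide mean plus 3 SD, cut at about 25% in these data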
Target sequence (P55210 whole entry D23A/D198A/D206A): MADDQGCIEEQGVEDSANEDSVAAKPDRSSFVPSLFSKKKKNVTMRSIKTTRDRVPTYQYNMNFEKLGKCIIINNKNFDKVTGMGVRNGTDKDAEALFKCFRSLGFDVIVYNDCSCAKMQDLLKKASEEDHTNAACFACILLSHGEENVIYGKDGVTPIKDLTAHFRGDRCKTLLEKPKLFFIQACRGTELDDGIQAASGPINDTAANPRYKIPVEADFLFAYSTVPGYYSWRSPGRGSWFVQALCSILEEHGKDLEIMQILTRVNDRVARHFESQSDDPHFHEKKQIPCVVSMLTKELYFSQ
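signal = Epi-absorbance of released pNA at 405 nm, two timepoints | assay system = Uncleavable procaspase-7 mutant enzyme | reagent = Ac-DEVD-pNA substrate, 400 µM as added | times = 1 h enzyme–compound preincubation and 2 h substrate reaction, both 25 °C | benchmarks = low DMSO alone, high DMSO plus 5 µM PC-7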
RPL19A TOR yeast: RPL19A-GFP expression modulators in yeast, primary screen, cell-based, S. cerevisiae, multiplex flow cytometry, MLPCN. S. cerevisiae RPL19A-GFP strain, 3 h; stronger effect = lower value. percent response vs DMSO, % at 10 µM. 330,000 compounds, 0.3% hits;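 active = percent response vs DMSO below 50%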;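 also: median channel GFP fluorescence of the barcoded RPL19A-GFP strain; ratio of sample median GFP to plate DMSO average so 100% = DMSO; lower means less RPL19A-GFP as with rapamycin TOR inhibition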
MEP2-GFP yeast: modulators of MEP2-GFP levels in yeast, primary screen, S. cerevisiae, multiplex flow cytometry, MLPCN library; S. cerevisiae MEP2-GFP strain, 3 h; 100% = DMSO control level; GFP response vs DMSO, % at 10 µM; 330,000 compounds, 0.51% hits; AID 2016, 2009;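 active = GFP response versus DMSO above a set limit, roughly screen mean plus 3 SD, cut at about 180% in these data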;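 also: median GFP fluorescence of the barcode-gated MEP2-GFP cells per well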
AHR act: AHR activators, primary screen, cell-based, luminescence, luciferase reporter, human; Aryl hydrocarbon receptor (Homo sapiens), P35869; AHR-responsive luciferase reporter cells; activation, % at 5 µM; 320,000 compounds, 2.5% hits; AID 2796, 2010; in the data active = activation above about 47%;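 also: 0% = vehicle wells and 100% = reference agonist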
proCasp3 act: activators of human procaspase-3 D3A mutant, primary screen, biochemical, absorbance, PC-3 D3A mutant, single concentration | Caspase-3 (Homo sapiens), P42574 | recombinant procaspase-3 D3A, Ac-DEVD-pNA absorbance 405 nm | activation, % at 8.5 µM | 330,000 compounds, 0.11% hits | AID 463141, 2010;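 active = activation above the mean of all tested compounds plus 3 SD, cut at about 21% in these data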;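 also: 0% = DMSO alone and 100% = DMSO wells spiked with extra 5 µM PC-3 D3A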
Target sequence (P42574 whole entry D9A/D28A/D175A): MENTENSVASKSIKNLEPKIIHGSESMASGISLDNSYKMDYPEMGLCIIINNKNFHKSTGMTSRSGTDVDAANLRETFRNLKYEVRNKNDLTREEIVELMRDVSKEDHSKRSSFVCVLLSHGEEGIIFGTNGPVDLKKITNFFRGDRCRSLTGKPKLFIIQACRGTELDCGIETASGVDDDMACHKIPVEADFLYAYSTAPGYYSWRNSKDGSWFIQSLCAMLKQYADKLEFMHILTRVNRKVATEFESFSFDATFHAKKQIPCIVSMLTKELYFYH
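Evaluation: percent activation relative to control range; Material: Procaspase-3 D3A mutant, all three cleavage aspartates alanine; Compound: single dose, 8.5 µM nominal compound, 0.8% DMSO; Replication: one well per compound; Signal: absorbance at 405 nm, 0 and 120 min; Schedule: 1 h preincubation plus 2 h reaction at 25 °C.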
CIT2-GFP yeast: modulators of CIT2-GFP expression in yeast, primary screen, S. cerevisiae, GFP fusion, multiplex flow cytometry, MLPCN library. 320,000 compounds, 0.065% hits. GFP response vs DMSO, % at 10 µM. S. cerevisiae CIT2-GFP strain, 3 h; 100 means same as DMSO wells;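 active = GFP response relative to DMSO above a set limit, near the screen mean plus 3 SD, cut at about 150% in these data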;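 also: ratio of well median GFP fluorescence to mean of DMSO wells on the plate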
AGP1-GFP MLPCN: modulators of AGP1-GFP expression in yeast TOR pathway, primary screen, cell-based, multiplex flow cytometry, S. cerevisiae, MLPCN library; 3 h; GFP as percent of DMSO wells; 320,000 compounds, 0.02% hits; GFP response vs DMSO, % at 10 µM; AID 2066, 2009;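 active = GFP response relative to DMSO above a set limit, near screen average plus 3 SD, cut at about 150% in these data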;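 also: median GFP channel fluorescence of the gated AGP1 strain per well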
LAP4-GFP MLPCN: modulators of LAP4-GFP expression in yeast, primary screen, S. cerevisiae, multiplex flow cytometry, MLPCN library. 320,000 compounds, 0.34% hits. GFP response vs DMSO, % at 10 µM. 3 h; median GFP as percent of DMSO wells;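 active = GFP response vs DMSO above a set limit, about the screen mean plus 3 SD, cut at about 150% in these data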
An asterisk follows results filed as active; [ ] = another dose, or the depositor's remark. Compounds as they come; 3.5% or so of the library scored in one or more.

Start of the listing, in advance:
For CCn1c(/N=C/c2c[nH]c3ccccc23)nc2ccccc21 the results were proCasp7 act 3, RPL19A TOR yeast 97, MEP2-GFP yeast 103, AHR act 12, proCasp3 act 10, CIT2-GFP yeast 100, AGP1-GFP MLPCN 96 and LAP4-GFP MLPCN 102.
For N#Cc1cc([N+](=O)[O-])ccc1NC(=O)COC(=O)C1CC2CCCC(C1)C2=O (stereo not drawn) the results were proCasp7 act 1, RPL19A TOR yeast 98, MEP2-GFP yeast 104, AHR act 9, proCasp3 act -3, CIT2-GFP yeast 91, AGP1-GFP MLPCN 100 and LAP4-GFP MLPCN 104.

The whole of this part (from the top)
For CCn1c(/N=C/c2c[nH]c3ccccc23)nc2ccccc21 the results were proCasp7 act 3, RPL19A TOR yeast 97, MEP2-GFP yeast 103, AHR act 12, proCasp3 act 10, CIT2-GFP yeast 100, AGP1-GFP MLPCN 96 and LAP4-GFP MLPCN 102.
For N#Cc1cc([N+](=O)[O-])ccc1NC(=O)COC(=O)C1CC2CCCC(C1)C2=O (stereo not drawn) the results were proCasp7 act 1, RPL19A TOR yeast 98, MEP2-GFP yeast 104, AHR act 9, proCasp3 act -3, CIT2-GFP yeast 91, AGP1-GFP MLPCN 100 and LAP4-GFP MLPCN 104.
`Cn1c(=O)cc(OCC(=O)NCCc2ccc(Cl)cc2)c2ccccc21` gave proCasp7 act 18, RPL19A TOR yeast 101, MEP2-GFP yeast 99, AHR act 3, proCasp3 act 0, CIT2-GFP yeast 96, AGP1-GFP MLPCN 100 and LAP4-GFP MLPCN 103.
CC1(C)CC(=O)C2=C(C1)N=C1c3ccccc3C(=O)C1C2c1ccc(Cl)cc1 (stereo not drawn) was read as proCasp7 act 0, RPL19A TOR yeast 98, MEP2-GFP yeast 97, AHR act 7, proCasp3 act 8, CIT2-GFP yeast 85, AGP1-GFP MLPCN 102 and LAP4-GFP MLPCN 87.
`CCOc1ccccc1NC(=O)NC1(C(=O)NCC2CCCO2)CCCCC1` (stereo not drawn) gave proCasp7 act 3, RPL19A TOR yeast 101, MEP2-GFP yeast 105, AHR act 1, proCasp3 act 1, CIT2-GFP yeast 96, AGP1-GFP MLPCN 101 and LAP4-GFP MLPCN 102.
`CNC(=O)/C(C#N)=C1/SC(Cc2ccc(F)cc2)C(=O)N1c1ccccc1` (stereo not drawn) gave proCasp7 act 5, RPL19A TOR yeast 90, MEP2-GFP yeast 86, AHR act -4, proCasp3 act -5, CIT2-GFP yeast 96, AGP1-GFP MLPCN 98 and LAP4-GFP MLPCN 96.
Screening Cc1ccccc1NC(=O)CSc1ccc2nnc(-c3ccccn3)n2n1 returned proCasp7 act 3, RPL19A TOR yeast 100, MEP2-GFP yeast 98, AHR act -1, proCasp3 act 5, AGP1-GFP MLPCN 101 and LAP4-GFP MLPCN 95.
Screening COc1ccc(N2CCN(Cc3nc4c(c(=O)n(C)c(=O)n4C)n3C(C)C(C)=O)CC2)cc1 (stereo not drawn) returned proCasp7 act 0, RPL19A TOR yeast 98, MEP2-GFP yeast 103, AHR act 5, proCasp3 act -9, CIT2-GFP yeast 99, AGP1-GFP MLPCN 94 and LAP4-GFP MLPCN 96.
For Cc1cc(NC(=O)CSc2ncc(C(F)(F)F)cc2Cl)no1 the results were proCasp7 act 7, RPL19A TOR yeast 102, MEP2-GFP yeast 98, AHR act 0, proCasp3 act 6, CIT2-GFP yeast 99, AGP1-GFP MLPCN 100 and LAP4-GFP MLPCN 92.
`COCCCC1CCN(C(=O)C2CCC(=O)N(C3CCCC3)C2)CC1` (stereo not drawn) gave proCasp7 act 7, RPL19A TOR yeast 101, MEP2-GFP yeast 104, AHR act -2, proCasp3 act 7, CIT2-GFP yeast 101, AGP1-GFP MLPCN 102 and LAP4-GFP MLPCN 98.
`CCc1ccc(/C=C2/SC(=S)N(CC(=O)Nc3nc4ccccc4s3)C2=O)cc1` gave proCasp7 act -6, RPL19A TOR yeast 103, MEP2-GFP yeast 100, AHR act 10, proCasp3 act -10, CIT2-GFP yeast 115, AGP1-GFP MLPCN 108 and LAP4-GFP MLPCN 103.
`CC(C)CCC1(C)NC(=O)N(CC(=O)c2ccc[nH]2)C1=O` (stereo not drawn) gave proCasp7 act 8, RPL19A TOR yeast 98, MEP2-GFP yeast 97, AHR act 1, proCasp3 act -14, CIT2-GFP yeast 97, AGP1-GFP MLPCN 99 and LAP4-GFP MLPCN 102.
Screening COCCSc1nnc(NC(=O)CS(=O)(=O)c2ccccc2)s1 returned proCasp7 act -4, RPL19A TOR yeast 107, MEP2-GFP yeast 105, AHR act -1, proCasp3 act 0, CIT2-GFP yeast 110, AGP1-GFP MLPCN 106 and LAP4-GFP MLPCN 104.
`Cc1ccc(C)c(S(=O)(=O)N2CCN(C(=O)c3ccccn3)CC2)c1` gave proCasp7 act -2, RPL19A TOR yeast 88, MEP2-GFP yeast 78, AHR act 0, proCasp3 act 3, CIT2-GFP yeast 85, AGP1-GFP MLPCN 88 and LAP4-GFP MLPCN 81.
For CCC(=O)Nc1cccc(NC(=S)NC(=O)c2ccccc2C)c1 the results were proCasp7 act -11, RPL19A TOR yeast 94, MEP2-GFP yeast 90, AHR act 9, proCasp3 act -1, CIT2-GFP yeast 87, AGP1-GFP MLPCN 89 and LAP4-GFP MLPCN 102.
For COCCNC(=O)C(C)Oc1ccc(Cl)cc1Cl (stereo not drawn) the results were proCasp7 act 5, RPL19A TOR yeast 98, MEP2-GFP yeast 92, AHR act 1, proCasp3 act -3, CIT2-GFP yeast 89, AGP1-GFP MLPCN 104 and LAP4-GFP MLPCN 91.
C=CCC1(NC(C)c2ccccc2)CCCCC1 (stereo not drawn) was read as proCasp7 act -3, RPL19A TOR yeast 103, MEP2-GFP yeast 99, AHR act 10, proCasp3 act 4, CIT2-GFP yeast 112, AGP1-GFP MLPCN 102 and LAP4-GFP MLPCN 98.
For COc1cc(/C=C/C(=O)OCC(=O)Nc2ccc3c(c2)OCCO3)ccc1OCC#N the results were proCasp7 act 2, RPL19A TOR yeast 101, MEP2-GFP yeast 104, AHR act -3, proCasp3 act -4, CIT2-GFP yeast 100, AGP1-GFP MLPCN 104 and LAP4-GFP MLPCN 107.
Screening O=C(O)CCC(=O)Nc1ccc(OCC2CCCO2)cc1 (stereo not drawn) returned proCasp7 act 9, RPL19A TOR yeast 100, MEP2-GFP yeast 111, AHR act -3, proCasp3 act 3, CIT2-GFP yeast 103, AGP1-GFP MLPCN 93 and LAP4-GFP MLPCN 98.
`Cn1nc(C(=O)NNC(=O)COc2ccccc2)c2ccccc2c1=O` gave proCasp7 act 5, RPL19A TOR yeast 101, MEP2-GFP yeast 96, AHR act 1, proCasp3 act -9, CIT2-GFP yeast 103, AGP1-GFP MLPCN 100 and LAP4-GFP MLPCN 89.
For CCCc1ccc(Oc2coc3cc(OCC(=O)Nc4ccccc4C)ccc3c2=O)cc1 the results were proCasp7 act -2, RPL19A TOR yeast 97, MEP2-GFP yeast 103, AHR act 1, proCasp3 act -2, CIT2-GFP yeast 98, AGP1-GFP MLPCN 102 and LAP4-GFP MLPCN 101.
`Cc1cc(C)n(CCC(=O)N/N=C/c2ccc(O)cc2O)n1` gave proCasp7 act 7, RPL19A TOR yeast 108, MEP2-GFP yeast 108, AHR act 4, proCasp3 act -1, CIT2-GFP yeast 105, AGP1-GFP MLPCN 108 and LAP4-GFP MLPCN 100.
Screening Cc1cc(N/C(=N\S(=O)(=O)c2ccc(F)cc2F)c2ccccc2)no1 returned proCasp7 act -5, RPL19A TOR yeast 92, MEP2-GFP yeast 101, AHR act 2, proCasp3 act -6, CIT2-GFP yeast 99, AGP1-GFP MLPCN 104 and LAP4-GFP MLPCN 95.
For CC(=O)Oc1oc(-c2ccccc2)nc1C=Nc1ccccc1 the results were proCasp7 act -9, RPL19A TOR yeast 104, MEP2-GFP yeast 94, AHR act 4, proCasp3 act 7, CIT2-GFP yeast 97, AGP1-GFP MLPCN 89 and LAP4-GFP MLPCN 140.
`COC(=O)C(NC(=O)C(CC(C)C)NC(=O)C1CCC(C)CC1)C(C)C` (stereo not drawn) gave proCasp7 act 8, RPL19A TOR yeast 96, MEP2-GFP yeast 103, AHR act 0, proCasp3 act -4, CIT2-GFP yeast 103, AGP1-GFP MLPCN 96 and LAP4-GFP MLPCN 90.
`N#CC(=Cc1ccc(O)cc1)C(N)=C(C#N)C#N` gave proCasp7 act -3, RPL19A TOR yeast 89, MEP2-GFP yeast 91, AHR act -1, proCasp3 act 0, CIT2-GFP yeast 73, AGP1-GFP MLPCN 80 and LAP4-GFP MLPCN 100.
For OCCCNCc1ccc(-c2ccccc2)cc1 the results were proCasp7 act 10, RPL19A TOR yeast 95, MEP2-GFP yeast 96, AHR act 1, proCasp3 act 10, CIT2-GFP yeast 98, AGP1-GFP MLPCN 100 and LAP4-GFP MLPCN 101.
`N#CCCSc1ccccc1NC(=O)c1cc(=O)c2ccccc2o1` gave proCasp7 act 1, RPL19A TOR yeast 95, MEP2-GFP yeast 91, AHR act 19, proCasp3 act 6, CIT2-GFP yeast 98, AGP1-GFP MLPCN 93 and LAP4-GFP MLPCN 94.
For O=C(NCCCN1CCOCC1)C1COc2ccccc2O1 (stereo not drawn) the results were proCasp7 act 11, RPL19A TOR yeast 106, MEP2-GFP yeast 112, AHR act 4, proCasp3 act -5, CIT2-GFP yeast 116, AGP1-GFP MLPCN 112 and LAP4-GFP MLPCN 91.
O=C(Nc1ccc(Br)cc1)c1ccc(CSC2=NCCS2)cc1 was read as proCasp7 act 8, RPL19A TOR yeast 97, MEP2-GFP yeast 99, AHR act 3, proCasp3 act 0, CIT2-GFP yeast 98, AGP1-GFP MLPCN 96 and LAP4-GFP MLPCN 97.
Screening COc1cc(C(=O)N2CCCCCCC2)ccc1OC1CCN(C(C)=O)CC1 returned proCasp7 act 3, RPL19A TOR yeast 99, MEP2-GFP yeast 99, AHR act 0, proCasp3 act -1, CIT2-GFP yeast 99, AGP1-GFP MLPCN 106 and LAP4-GFP MLPCN 97.
For COc1ccccc1CNC(=O)COC(=O)c1cccc(S(=O)(=O)N2CCCCC2)c1 the results were proCasp7 act 4, RPL19A TOR yeast 107[may fluoresce green], MEP2-GFP yeast 101[may fluoresce green], AHR act 4, proCasp3 act 1, CIT2-GFP yeast 113[may fluoresce green], AGP1-GFP MLPCN 108[may fluoresce green] and LAP4-GFP MLPCN 86[may fluoresce green].
O=C(O)c1ccc(OCc2cn3ccccc3n2)cc1 was read as proCasp7 act 4, RPL19A TOR yeast 99, MEP2-GFP yeast 98, AHR act 1, proCasp3 act 7, CIT2-GFP yeast 96, AGP1-GFP MLPCN 102 and LAP4-GFP MLPCN 93.
COc1cccc(/C=C(\CC(=O)O)c2nc3ccccc3s2)c1 was read as proCasp7 act -4, RPL19A TOR yeast 86, MEP2-GFP yeast 83, AHR act 1, proCasp3 act -2, CIT2-GFP yeast 70, AGP1-GFP MLPCN 66 and LAP4-GFP MLPCN 117.
